DUSP3 inh: inhibitors of human VHR1 phosphatase (DUSP3). AID 1654. actives 0.52% (n = 290,000). recombinant VHR phosphatase, pNPP absorbance. inhibition, % at 13.3 µM. P51452; in the data active = inhibition above about 50%; note: some compounds called inactive have numbers as strong as hits
Target sequence (P51452 whole entry, looked up): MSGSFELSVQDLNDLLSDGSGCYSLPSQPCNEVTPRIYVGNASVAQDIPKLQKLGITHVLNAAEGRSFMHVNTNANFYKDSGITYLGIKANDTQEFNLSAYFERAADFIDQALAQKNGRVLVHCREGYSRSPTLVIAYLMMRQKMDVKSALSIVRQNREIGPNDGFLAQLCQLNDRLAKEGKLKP
Anthrax LF prot: inhibitors of Bacillus anthracis lethal factor protease | multiplex microsphere protease cleavage assay, LF | P15917 | actives 0.12% (n = 360,000) | inhibition, % at 10 µM | AID 588501; in the data active = inhibition above about 30%; note: plate controls were buffer without enzyme for full effect and enzyme alone for no effect
3CLpro inhibitor: SARS-CoV 3CLpro protease inhibition; P0C6X7; recombinant SARS-CoV 3CLpro, quenched FRET peptide cleavage; inhibition, % at 6 µM; actives 0.14% (n = 290,000); AID 1706; in the data active = inhibition above about 12%
Y pestis TopoI: inhibitors of Yersinia pestis topoisomerase I | actives 0.064% (n = 360,000) | Y. pestis Topo-I cleavage product accumulation, plate reader | activity, % at 10 µM; in the data active = activity above about 50%, passing the limit was not always enough; note: inactives centre near 2
MazF activator: increases E. coli MazEF RNase cleavage of RNA; P0AE70; FAM/BHQ RNA-DNA oligo cleavage fluorescence, 5 h; activation, % at 20 µM; actives 0.32% (n = 350,000); AID 504720; in the data active = activation above about 50%
Target sequence (P0AE70 whole entry, looked up): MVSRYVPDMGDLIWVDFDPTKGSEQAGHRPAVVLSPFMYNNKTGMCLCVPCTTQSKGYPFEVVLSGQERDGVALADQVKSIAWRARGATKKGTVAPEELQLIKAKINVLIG
Vc quorum ag: induces V. cholerae light production without autoinducers; V. cholerae BH1578 lux reporter, luminescence, 6 h; activation, % at 18.7 µM; actives 0.16% (n = 350,000); in the data active = activation mostly above about 9.7%, no sharp cut-off; note: not every result past the cut was called active; inactives centre near 0; reference of the scale not given here
PriA SSB inh: K. pneumoniae PriA-SSBct interaction inhibition; actives 0.6% (n = 430,000); AID 1272365; inhibition, % at 33 µM; AlphaScreen SSBct-PriA binding, biotinylated peptide; in the data active = inhibition mostly above about 37%, no sharp cut-off; inactive = mostly below about 20%;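 note: plate controls were negative control peptide for no effect and reference peptide for full effect; strong numbers were not always called active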
PfHsp40 rescue: restores yeast growth despite PfHsp40 toxicity | growth rescue, % at 12.5 µM | AID 504582 | actives 0.68% (n = 340,000) | S. cerevisiae expressing PfHsp40, growth rescue, ATP luminescence; in the data active = growth rescue above about 28%, passing the limit was not always enough;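 note: yeast W303a lacking pdr1 and pdr3 grown in galactose medium; growth measured after three days at 30 °C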
Rv3671c inh: Rv3671c (M. tuberculosis) protease inhibition. P9WHR9. inhibition, % at 5.96 µM. actives 0.048% (n = 320,000); in the data active = inhibition above about 38%;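 note: extracellular domain of Rv3671c used as enzyme; 0% = enzyme with DMSO and 100% = no enzyme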
Target sequence (P9WHR9 whole entry, looked up, the tested form may be a part): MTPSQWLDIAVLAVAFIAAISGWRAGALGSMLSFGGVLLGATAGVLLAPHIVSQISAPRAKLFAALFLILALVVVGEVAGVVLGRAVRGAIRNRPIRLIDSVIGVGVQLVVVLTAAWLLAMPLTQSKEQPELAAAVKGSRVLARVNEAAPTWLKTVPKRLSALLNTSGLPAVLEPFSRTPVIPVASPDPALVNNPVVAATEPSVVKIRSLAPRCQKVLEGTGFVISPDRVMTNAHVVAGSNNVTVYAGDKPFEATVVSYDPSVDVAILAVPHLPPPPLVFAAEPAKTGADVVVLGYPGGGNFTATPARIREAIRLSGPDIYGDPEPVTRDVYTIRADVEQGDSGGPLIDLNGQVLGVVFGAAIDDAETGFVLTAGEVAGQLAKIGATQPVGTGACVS
TcdB GH inh: blocks C. difficile toxin B glycohydrolase activity; TcdB glycohydrolase enzymatic assay, plate reader; inhibition, % at 9.99 µM; actives 0.24% (n = 350,000); AID 652162; in the data active = inhibition above about 10%
* hit, by the source's call; & = joins results of further samples.

Sample of the layout:
Screening O=C(NCCN1CCOCC1)/C(=C/c1ccc(Cl)cc1)NC(=O)c1ccccc1 returned DUSP3 inh -17.1, Anthrax LF prot -3.3, 3CLpro inhibitor 2.2, Y pestis TopoI 9.6, MazF activator 7.4, Vc quorum ag -5.6, PriA SSB inh -3.1, PfHsp40 rescue -0.2, Rv3671c inh 3.5 and TcdB GH inh -0.3.
CCC(Sc1nc(N)c(NC(=O)c2ccc(Br)o2)c(=O)[nH]1)C(=O)O (stereo unspecified) was read as DUSP3 inh -5.6, Anthrax LF prot 0.8, 3CLpro inhibitor -2.9, Y pestis TopoI 5.7, MazF activator -3.4, Vc quorum ag -0.8, PriA SSB inh -12.0&-8.1, PfHsp40 rescue -1.0, Rv3671c inh 12.1 and TcdB GH inh -0.4.
`COC(=O)C1=C(c2ccc(F)cc2F)C[C@@H]2CC[C@H]1N2C(=O)NCCOc1ccccc1Cl` gave Anthrax LF prot 0.8, Y pestis TopoI 5.4, MazF activator 3.3, Vc quorum ag inactive, PriA SSB inh -16.9, PfHsp40 rescue 4.9 and Rv3671c inh 5.3.

Results, repeating the preview:
Screening O=C(NCCN1CCOCC1)/C(=C/c1ccc(Cl)cc1)NC(=O)c1ccccc1 returned DUSP3 inh -17.1, Anthrax LF prot -3.3, 3CLpro inhibitor 2.2, Y pestis TopoI 9.6, MazF activator 7.4, Vc quorum ag -5.6, PriA SSB inh -3.1, PfHsp40 rescue -0.2, Rv3671c inh 3.5 and TcdB GH inh -0.3.
CCC(Sc1nc(N)c(NC(=O)c2ccc(Br)o2)c(=O)[nH]1)C(=O)O (stereo unspecified) was read as DUSP3 inh -5.6, Anthrax LF prot 0.8, 3CLpro inhibitor -2.9, Y pestis TopoI 5.7, MazF activator -3.4, Vc quorum ag -0.8, PriA SSB inh -12.0&-8.1, PfHsp40 rescue -1.0, Rv3671c inh 12.1 and TcdB GH inh -0.4.
`COC(=O)C1=C(c2ccc(F)cc2F)C[C@@H]2CC[C@H]1N2C(=O)NCCOc1ccccc1Cl` gave Anthrax LF prot 0.8, Y pestis TopoI 5.4, MazF activator 3.3, Vc quorum ag inactive, PriA SSB inh -16.9, PfHsp40 rescue 4.9 and Rv3671c inh 5.3.
CN(CCO)c1cc(N2CCC3(CC2)OCCO3)c2nonc2c1[N+](=O)[O-] was read as DUSP3 inh -6.9, Anthrax LF prot -0.1, 3CLpro inhibitor 0.7, Y pestis TopoI -12.4, MazF activator 7.0, Vc quorum ag -0.2, PriA SSB inh 4.1, PfHsp40 rescue 5.4, Rv3671c inh -2.8 and TcdB GH inh 1.4.
For CCOc1ccc(NC(=O)C2CCCN2C(=O)Oc2ccccc2)cc1 (stereo unspecified) the results were DUSP3 inh 12.2, Anthrax LF prot -2.0, 3CLpro inhibitor -1.2, Y pestis TopoI 0.7, MazF activator -1.5, Vc quorum ag -0.7, PriA SSB inh -7.7, PfHsp40 rescue 0.1, Rv3671c inh -3.1 and TcdB GH inh 0.2.
`CC(C)Oc1ccc(C2CC(=O)N(c3ccc(C(=O)O)cc3)C2=O)cc1` (stereo unspecified) gave DUSP3 inh 21.7, Anthrax LF prot -1.5, 3CLpro inhibitor -0.2, Y pestis TopoI 6.3, MazF activator 10.6, Vc quorum ag 12.7, PriA SSB inh 0.4, PfHsp40 rescue 0.7, Rv3671c inh -1.7 and TcdB GH inh 0.3.
Cc1nc(C/C(=N\N)c2ccc(O)cc2O)cs1 was read as DUSP3 inh 16.7, Anthrax LF prot -2.2, 3CLpro inhibitor -0.7, Y pestis TopoI -11.8, MazF activator -13.2, Vc quorum ag -1.1, PfHsp40 rescue 1.1, Rv3671c inh -3.9 and TcdB GH inh 2.0.
For Cc1nc2ccccc2nc(=O)c1NNc1ccc([N+](=O)[O-])cc1 the results were DUSP3 inh 12.9, Anthrax LF prot 3.2, 3CLpro inhibitor 4.7, Y pestis TopoI 3.1, MazF activator 25.8, Vc quorum ag -0.1, PriA SSB inh 0.9, Rv3671c inh -1.5 and TcdB GH inh 0.7.
Screening Cc1cc(Nc2ccc(Br)cc2)nc2ccccc12 returned Anthrax LF prot -5.5, Y pestis TopoI -17.5, MazF activator -3.6, Vc quorum ag -0.5, PriA SSB inh 1.3, PfHsp40 rescue -1.6, Rv3671c inh 3.1 and TcdB GH inh 3.5.
Screening CN(C)Cc1csc(NC(=O)Nc2ccccc2-c2ccccc2)n1 returned Anthrax LF prot 5.6, Y pestis TopoI -7.8, Vc quorum ag -0.5 and TcdB GH inh 1.1.
For CC(=O)c1ccc(S(=O)(=O)N2CCN(c3nn(C)c(=O)n(C)c3=O)CC2)cc1 the results were Anthrax LF prot -5.0, Y pestis TopoI 2.9, MazF activator 0.4, Vc quorum ag inactive, PriA SSB inh -16.0, PfHsp40 rescue -1.4 and TcdB GH inh 0.3.
For CCNC(=S)NS(=O)(=O)c1ccccc1 the results were DUSP3 inh 17.7, Anthrax LF prot -3.0, 3CLpro inhibitor -1.2, Y pestis TopoI -2.5, MazF activator 6.1, Vc quorum ag -0.7, PriA SSB inh -24.0, PfHsp40 rescue 0.8 and Rv3671c inh 4.8.
`CN(Cc1ccccc1)C(=O)c1ccc2nc([C@@H]3O[C@H](CO)[C@H](O)[C@H](O)[C@H]3O)[nH]c2c1` gave Anthrax LF prot -4.1, Y pestis TopoI -7.8, Vc quorum ag inactive and TcdB GH inh -4.9.
For Cc1cc(=O)cc(C)[nH]1 the results were DUSP3 inh -12.6, Anthrax LF prot 4.7, 3CLpro inhibitor -1.0, Y pestis TopoI 1.0, MazF activator 5.2, Vc quorum ag -3.5, PriA SSB inh -15.6, PfHsp40 rescue -0.8 and Rv3671c inh 3.4.
Screening CCc1nnc(NC(=O)CSc2nc3cccnc3n2Cc2ccccc2)s1 returned DUSP3 inh -9.1, Anthrax LF prot 1.8, 3CLpro inhibitor -1.1, Y pestis TopoI -0.6, MazF activator 0.7, Vc quorum ag 3.9, PriA SSB inh -7.5, PfHsp40 rescue 0.7 and Rv3671c inh 8.0.
For O=C(c1ccc(S(=O)(=O)NCc2ccco2)cc1)N1CCCC(C(F)(F)F)C1 (stereo unspecified) the results were Anthrax LF prot 0.0, Y pestis TopoI -0.1, MazF activator -7.7, Vc quorum ag -1.3, PriA SSB inh -2.9, PfHsp40 rescue -0.8, Rv3671c inh -8.6 and TcdB GH inh 1.6.
For CN(C)S(=O)(=O)c1cc(NC(=O)CNCc2ccccc2)ccc1Cl the results were DUSP3 inh 30.5, Anthrax LF prot -8.2, 3CLpro inhibitor -2.5, Y pestis TopoI 0.0, MazF activator 2.8, Vc quorum ag 0.6, PriA SSB inh -5.8, PfHsp40 rescue 0.6, Rv3671c inh 2.5 and TcdB GH inh -4.0.
Screening COc1ccc([C@H]2CC(=O)C=C(c3ccc(OC)nc3)C2)cc1 returned Anthrax LF prot -1.0, Y pestis TopoI 8.5, MazF activator -3.8, Vc quorum ag inactive, PriA SSB inh -4.2, PfHsp40 rescue 2.3, Rv3671c inh 3.4 and TcdB GH inh 1.8.
`O=C1c2ccccc2C(=O)N1CCN1CCCCC1` gave DUSP3 inh 12.1, Anthrax LF prot -1.2, 3CLpro inhibitor -8.8, Y pestis TopoI -7.7, MazF activator 2.8, Vc quorum ag -0.4, PriA SSB inh -5.8, PfHsp40 rescue 0.6 and Rv3671c inh -2.0.
`CCc1ccc(OCC(=O)N/N=C(\C)c2ccc(OC(F)F)cc2)cc1` gave DUSP3 inh -0.5, Anthrax LF prot 0.5, 3CLpro inhibitor 6.0, Y pestis TopoI 7.6, MazF activator 7.4, Vc quorum ag -0.3, PfHsp40 rescue 0.1, Rv3671c inh -4.5 and TcdB GH inh 0.9.
CC(=O)Nc1ccc(N2CCN(C(=O)c3cccs3)CC2)cc1 was read as DUSP3 inh 20.8, Anthrax LF prot -0.7, 3CLpro inhibitor -7.3, Y pestis TopoI -4.7, MazF activator 5.6, Vc quorum ag -0.3, PriA SSB inh -15.1, PfHsp40 rescue -0.8 and Rv3671c inh -4.3.
For CN(CC(=O)Nc1ccc2c(c1)OCO2)S(=O)(=O)c1ccc(F)cc1 the results were DUSP3 inh 21.4, Anthrax LF prot -8.6, 3CLpro inhibitor 6.6, Y pestis TopoI 1.4, MazF activator 11.9, Vc quorum ag -0.3, PriA SSB inh -8.8, PfHsp40 rescue -1.0, Rv3671c inh -1.8 and TcdB GH inh 1.2.
For COC(=O)Cn1c(=NC(=O)C2COc3ccccc3O2)sc2cc(S(N)(=O)=O)ccc21 (stereo unspecified) the results were DUSP3 inh -5.5, Anthrax LF prot 1.8, 3CLpro inhibitor 2.2, Y pestis TopoI -1.5, MazF activator 4.2, Vc quorum ag inactive, PriA SSB inh 3.6, PfHsp40 rescue -0.4, Rv3671c inh -2.0 and TcdB GH inh 1.0.
COc1ccccc1NS(=O)(=O)c1ccc2oc(N)nc2c1 was read as DUSP3 inh 3.5, Anthrax LF prot 0.1, 3CLpro inhibitor -2.6, Y pestis TopoI -8.0, MazF activator 2.0, Vc quorum ag -0.5, PriA SSB inh -11.2, PfHsp40 rescue -0.3, Rv3671c inh -1.1 and TcdB GH inh 0.8.
Screening O=C(O)c1ccc(NC(=O)c2ccc3c(c2)C(=O)N(CC2CCCO2)C3=O)cc1 (stereo unspecified) returned DUSP3 inh 10.2, Anthrax LF prot -14.7, 3CLpro inhibitor -3.4, Y pestis TopoI -1.1, MazF activator 2.5, Vc quorum ag -0.5, PriA SSB inh 6.7, PfHsp40 rescue 0.0, Rv3671c inh -3.1 and TcdB GH inh 0.7.
`CCCOc1ccc(C(O)CCNC(CC(=O)O)c2ccccc2)cc1` (stereo unspecified) gave DUSP3 inh 1.3, Anthrax LF prot -0.9, 3CLpro inhibitor -3.0, Y pestis TopoI 3.9, MazF activator 2.7, Vc quorum ag -2.1, PriA SSB inh 4.8, PfHsp40 rescue -1.0, Rv3671c inh 6.1 and TcdB GH inh 0.5.
For C/C(=N\NC(=O)c1c(Cl)c(C)nn1C)c1cccc(NC(=O)COc2ccccc2)c1 the results were DUSP3 inh -5.9, Anthrax LF prot -5.6, 3CLpro inhibitor -3.4, Y pestis TopoI 2.7, MazF activator -7.7, Vc quorum ag -7.1, PfHsp40 rescue 4.8 and Rv3671c inh -6.7.
For Cc1[nH]n(-c2ccccc2)c(=O)c1C=NCc1ccncc1 the results were DUSP3 inh 13.1, Anthrax LF prot -2.2, 3CLpro inhibitor -0.3, Y pestis TopoI 6.1, MazF activator 1.3, Vc quorum ag -2.3, PriA SSB inh -2.4, PfHsp40 rescue 0.8, Rv3671c inh -3.0 and TcdB GH inh -0.2.
CCOC(=O)c1nc(Nc2ccccc2)c2ccccc2n1 was read as DUSP3 inh 40.9, Anthrax LF prot -1.8, 3CLpro inhibitor -0.5, Y pestis TopoI 6.7, MazF activator -10.7, Vc quorum ag inactive, PriA SSB inh -2.5, PfHsp40 rescue 0.1 and Rv3671c inh -0.4.
For CCN(CC(=O)Nc1ccc2c(c1)OCCO2)Cc1cc(=O)oc2c(C)c(C)ccc12 the results were DUSP3 inh 5.5, Anthrax LF prot -1.9, 3CLpro inhibitor 1.1, Y pestis TopoI 31.9, MazF activator 7.9, Vc quorum ag inactive, PriA SSB inh -14.8, PfHsp40 rescue 2.5, Rv3671c inh -12.5 and TcdB GH inh -0.2.
COC(=O)c1cccc(NC(=O)CCc2cc(OC)c(OC)c(OC)c2)c1 was read as DUSP3 inh 11.0, Anthrax LF prot 0.5, 3CLpro inhibitor 1.6, Y pestis TopoI 2.9, MazF activator -0.2, Vc quorum ag -0.5, PriA SSB inh -10.3, PfHsp40 rescue -0.9 and Rv3671c inh 2.9.
For CCOC(=O)c1ccc(NC(=O)C(=O)NCC2(c3ccc(OC)cc3)CCOCC2)cc1 the results were DUSP3 inh 27.1, Anthrax LF prot 8.8, 3CLpro inhibitor 2.3, Y pestis TopoI 13.8, MazF activator -8.0, Vc quorum ag -0.3, PriA SSB inh -10.1, PfHsp40 rescue 0.1, Rv3671c inh 0.4 and TcdB GH inh -1.3.
`CC(C)c1ccccc1NC(=O)Cn1c(-c2ccccc2Cl)nc2ccccc21` gave DUSP3 inh 13.5, Anthrax LF prot -2.5, 3CLpro inhibitor 0.5, Y pestis TopoI -9.8, MazF activator 1.9, Vc quorum ag -0.5, PriA SSB inh 1.4, PfHsp40 rescue -0.4 and Rv3671c inh 6.3.

Only part of the results is shown; count on the stated rates, not on these rows.
